APE1 inh: blocks human APE1 abasic DNA cleavage. AID 2517. Potency, µM (titrated, usually from 65.8 µM), without a hit: at the top dose activity change, negative = inhibition, actives largely listed as inhibitors. recombinant APE1, TAMRA/BHQ-2 abasic DNA cleavage fluorescence. 350,000 compounds, 0.35% hits;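 further: potency means the concentration at half of the fitted maximal effect; plate controls were vehicle for no effect and reference inhibitor for full effect; nearly all actives have a fitted effect of over 55% in size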
Target sequence (P27695 whole entry, looked up): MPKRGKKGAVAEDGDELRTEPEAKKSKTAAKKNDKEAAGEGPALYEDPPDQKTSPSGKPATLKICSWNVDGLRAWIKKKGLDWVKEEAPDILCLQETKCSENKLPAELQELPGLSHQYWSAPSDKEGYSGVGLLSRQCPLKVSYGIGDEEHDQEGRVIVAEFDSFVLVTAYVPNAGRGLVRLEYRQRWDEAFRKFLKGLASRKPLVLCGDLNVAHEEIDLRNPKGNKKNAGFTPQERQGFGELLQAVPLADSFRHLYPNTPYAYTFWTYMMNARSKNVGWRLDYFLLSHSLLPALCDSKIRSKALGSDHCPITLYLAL
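Compound pre-exposure to 0.75 nM APE1, 15 min at ambient temperature. Reaction initiated with 50 nM TAMRA/BHQ-2 THF substrate, read immediately in kinetic mode, 525 nm excitation, 598 nm emission.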
POLH inh: inhibitors of human DNA polymerase eta | Q9Y253 | recombinant Pol eta, fluorescent DNA replication assay | Potency, µM (doses to about 114 µM), inactives show top-dose activity change, negative = inhibition, hits mostly inhibitors | 390,000 compounds, 1.2% hits | AID 588591; further: potency means the concentration at half of the fitted maximal effect; on the % scale 0 is the no-effect control and ±100 the full control effect
Target sequence (Q9Y253 whole entry, looked up): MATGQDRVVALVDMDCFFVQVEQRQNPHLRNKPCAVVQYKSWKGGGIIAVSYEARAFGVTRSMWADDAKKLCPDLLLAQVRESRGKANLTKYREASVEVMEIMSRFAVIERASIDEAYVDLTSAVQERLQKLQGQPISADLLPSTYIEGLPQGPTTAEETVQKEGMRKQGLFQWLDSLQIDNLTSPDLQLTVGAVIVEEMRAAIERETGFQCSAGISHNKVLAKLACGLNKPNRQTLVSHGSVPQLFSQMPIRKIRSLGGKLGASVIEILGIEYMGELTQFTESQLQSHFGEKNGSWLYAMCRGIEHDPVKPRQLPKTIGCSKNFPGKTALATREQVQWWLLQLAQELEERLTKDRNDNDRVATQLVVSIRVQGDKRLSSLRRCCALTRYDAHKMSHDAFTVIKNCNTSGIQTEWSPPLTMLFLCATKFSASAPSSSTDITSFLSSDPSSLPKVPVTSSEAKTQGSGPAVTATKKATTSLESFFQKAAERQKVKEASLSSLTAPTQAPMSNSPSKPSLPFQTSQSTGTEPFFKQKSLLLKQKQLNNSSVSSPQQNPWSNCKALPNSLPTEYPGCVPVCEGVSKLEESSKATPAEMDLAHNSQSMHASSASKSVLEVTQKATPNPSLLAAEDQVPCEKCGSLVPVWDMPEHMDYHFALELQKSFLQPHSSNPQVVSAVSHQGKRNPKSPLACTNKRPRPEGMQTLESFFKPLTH
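Pol eta at 10 nM preincubated with compounds 15 min at room temperature; reaction started with fluorescent substrate (50 nM final) and read kinetically at 0 and 10 min.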
BLM helicase inh: Bloom syndrome helicase (human) inhibition | 350,000 compounds, 0.2% hits | recombinant BLM DNA unwinding, fluorescence dequenching | P54132 | Potency, µM (highest dose often 56.1 µM), without a hit: at the highest dose activity change, negative = inhibition, hits mostly inhibitors;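 further: potency means the concentration at half of the fitted maximal effect; plate controls were vehicle for no effect and no enzyme for full effect; nearly all actives have a fitted effect of over 35% in size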
POLK inh: blocks human DNA polymerase kappa activity; Q9UBT6; purified Pol kappa, fluorescent DNA synthesis assay, 10 min; Potency, µM (series often up to 107 µM), inactives show top-dose activity, negative = inhibition, actives largely listed as inhibitors; 400,000 compounds, 0.53% hits; AID 588579; further: potency means the concentration at half of the fitted maximal effect; on the % scale 0 is the no-effect control and ±100 the full control effect
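Kinetic fluorescence screen: compound preincubated 15 min RT with 10 nM enzyme; 50 nM substrate (final) initiates; reads at 0/10 min.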
POLB inh: DNA polymerase beta (human) inhibition; Pol beta primer extension/strand displacement, fluorescence kinetic; Potency, µM (series often up to 114 µM), for the others: at the highest dose activity change, negative = inhibition, most hits filed as inhibitors; 340,000 compounds, 1.3% hits; further: potency means the concentration at half of the fitted maximal effect; on the % scale 0 is the no-effect control and ±100 the full control effect
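Homogeneous kinetic assay of primer extension and strand displacement by 10 nM Pol beta, preincubated 15 min at room temperature with compound before 50 nM substrate (final) was added. Read at 0 and 10 min; four-parameter Hill fit.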
Glioma ERSR ind: inducers of ER stress response in human glioma cells | U87-MG GRP78 promoter luciferase reporter, 16 h | Potency, µM, inactives show at the highest dose activation, hits mostly activators | 420,000 compounds, 0.02% hits; further: potency means the concentration at half of the fitted maximal effect; series mostly up to about 76 µM; % of control where 0% means no effect; nearly all actives have a fitted effect of over 35% in size
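Stably transfected U87-MG glioma cells carrying a GRP78-based luciferase sensor; 16 h compound incubation. Luminescence end-point read 10 min after Bright-Glo addition at room temperature.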
Apoferritin bind: binds horse apoferritin like a general anesthetic; apoferritin/1-aminoanthracene competitive binding, fluorescence; Potency, µM (titrated, usually from 77.5 µM), for inactives: at the highest dose activity change, negative = displacement, actives largely listed as inhibitors; 350,000 compounds, 0.074% hits; AID 485281; further: potency means the concentration at half of the fitted maximal effect; on the % scale 0 is the no-effect control and ±100 the full control effect; nearly all actives have a fitted effect of over 20% in size
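Horse-spleen apoferritin (10 uM) in 50% saturated 1-aminoanthracene in PBS was incubated 10 min at room temperature with compound. Fluorescence (ex 380, em 535 nm) was normalized to free and bound 1-AMA, with concentration-response fitted by a four-parameter Hill equation.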
Pol iota inh: inhibitors of human DNA polymerase iota. Q9UNA4. Pol iota fluorescent replication assay, 10 min. Potency, µM (titrated, usually from 115 µM), for inactives: top-dose activity, negative = inhibition, hits mostly inhibitors. 390,000 compounds, 1% hits; further: potency means the concentration at half of the fitted maximal effect
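Fluorescent replication assay read twice, at 0 min and 10 min after adding 50 nM (final) substrate. Enzyme (10 nM) and compounds were first incubated 15 min at room temperature; enzyme-free buffer wells were negative controls.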
LDHA inh: LDHA (human) enzyme inhibition; purified LDHA, NADH/diaphorase-resazurin fluorescence; hits give low values; P00338; activity change, % (values are at about 110 or 230 µM); 480,000 compounds, 0.15% hits; AID 1347041; in the data active means activity change below about -30%; inconclusive means mostly about -25% to -30%;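 further: plate controls were DMSO wells for no effect and wells without enzyme for full effect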
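Enzyme activity of human lactate dehydrogenase 5 (2 nM; 0.06 mM NADH, 0.2 mM pyruvate, 5 min, RT) is measured via a resazurin/diaphorase fluorescence readout of residual NADH.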
* hit, by the source's call; ? = inconclusive; . = not tested or not shown; & = joins results of further samples; [ ] = another dose, or the depositor's remark. Unless noted, the call rests on the fitted dose curve; in most records, active means well fitted curve in the direction sought with a large enough effect; inconclusive means small, poorly fitted or top-dose-only effect, or another doubt; inactive means no such curve, though single readings can be large; an effect the other way counts as inactive or inconclusive. Only part of the results is shown (hit frequency here may not be typical).

compound	POLB inh	Glioma ERSR ind	LDHA inh	Pol iota inh	BLM helicase inh	POLH inh	Apoferritin bind	POLK inh	APE1 inh
COc1ccc(CCNC(=O)c2ccc(Br)cc2)cc1	32%	1%	0	23%	-1%	-18%	-1%	3%	-7%
O=C(NNc1ccccn1)C(=O)NNS(=O)(=O)c1ccc(Cl)cc1	10%	-4%	4	-5%	-3%	-5%	-13%	-8%	9%
O=C(CN1CCOc2ccccc21)NCc1ccco1	14%	0%	3	-1%	0%	-2%	-4%	6%	-4%
O=C(c1ccc(OCC2CCCO2)cc1)N1CCc2ccccc2C1 (centres undefined)	17%	7%	0	8%	0%	-4%	-22%	6%	-5%
CC(C)n1c(SCC(=O)Nc2ccccc2N2CCCCC2)nc2c1c(=O)n(C)c(=O)n2C	-11%	4%	0	33%[activator]	2%	-3%	-2%	-4%	-10%
CCOc1ccc(NC(=O)NCCCN2CCN(c3ccc(F)cc3)CC2)cc1	0%	-2%	0	8%	-1%	-1%	-7%	-6%	.
Cc1ccc(/C=C2/N=C(c3ccccc3)NNC2=O)cc1	-2%	-3%	-12	30%[activator]	-4%	-3%	2%	-5%	-3%
CCC(=O)Nc1cc(C(=O)OCC(=O)c2ccccc2)ccc1C	1%	-5%	-4	6%	0%	-11%	-5%	-17%	?
O=C(c1ccc2noc(-c3ccccc3)c2c1)N1CCN(c2ccccc2)CC1	.	-2%	-4	17%	.	-22%	.	-8%	16%
Cc1ccc(CNS(=O)(=O)c2c(C)nc3scc(C)n3c2=O)cc1	37%&0%	-3%&-1%	-5&-7	43%&14%[activator]	0%&-2%	-20%&7%	-2%&-1%	7%&-4%	-14%
Cc1ccc(C(=O)/C=C/NNC(=O)c2ccccc2O)cc1	21%	2%	1	22%	-18%	-7%	-20%	-15%	3%
O=c1c(-c2ccc([N+](=O)[O-])cc2)coc2c(O)c(O)ccc12	?	1%	17	8.9µM*	-19%	3.2µM*	-6%	7.1µM*	?
CCC(=O)N1c2ccc(S(=O)(=O)CCC(=O)NCc3cccc(OC)c3)cc2CC1C (centres undefined)	8%	0%	-1	-10%	0%	-16%	-8%	-7%	.
COc1cccc(-c2cc(C(=O)Nc3cnn(Cc4ccc(Cl)cc4Cl)c3)no2)c1	-1%	-3%	2	5%	-3%	-10%	-8%	17%	.
CC(=O)Nc1ccc(NC(=O)c2cc(C3CC3)nc3c2cnn3C(C)C)cc1	.	2%	-5	-3%	.	-5%	.	-1%	13%
Cc1cc(C)n(Cc2ccccc2Cl)n1	21%	-1%	-4	13%	0%	-16%	?	2%	2%
O=C(COC(=O)c1cc(=O)[nH]c(=O)[nH]1)Nc1ccccc1F	.	-2%	-3	87%[activator]	.	-28%	.	-17%	20%
CCOC(=O)c1nn(-c2cccc(OC)c2)c2nc(Nc3ccccc3)cc(=O)n12	8%	-4%	-3	?	-8%	-7%	-21%	-4%	0%
N[C@@H](CCC(=O)N[C@@H](CSN=O)C(=O)NCC(=O)O)C(=O)O	.	-3%	-4	7%	.	-16%	.	17%	0%
CCCCc1nc2sc3c(c2c(=O)n1NC(=O)c1ccco1)CC(C)(C)OC3	0%	8%	0	7%	-1%	2%	-4%	-12%	6%
O=[N+]([O-])c1ccc(N=Nc2c(O)[nH]c3ccc(F)cc23)cc1	50µM*	?	-6	28%	-14%	?	3%	-2%	-47%
CC1=NN(c2nc(-c3ccccc3)cs2)C(=O)C1	-1%	-13%	-6	?	?	50µM*	-18%	-36%	-8%
COC(=O)c1cn(NC(=O)Cc2ccccc2OC)c(=O)c2ccccc12	0%	-1%	-1	-2%	-1%	-4%	-23%	-9%	-5%
COc1cc(OC)cc(C(=O)Nc2cccc(-c3ccc4nncn4n3)c2)c1	2%	.	.	.	0%	.	-8%	.	-2%
CC(=O)c1cccc(NC(=O)CCCSc2nc(-c3ccco3)cc(C(F)(F)F)n2)c1	-27%	-6%	1	-11%	-10%	?	-12%	-13%	.
Cc1occc1-c1nnc(SCCNCCO)o1	4%	3%	-8	46%[activator]	0%	-15%	-1%	-5%	-4%
Cc1ccc(CNC(=O)/C=C/c2ccccc2Cl)cc1	-17%	0%	-2	25%	0%	-19%	-8%	-2%	0%
NC(=O)Cc1ccc(C(=O)c2ccccc2F)s1	16%	-3%	-11	41%[activator]	1%	-7%	-16%	2%	-3%
O=C(COc1ccccc1[N+](=O)[O-])NC1CC1	12%	5%	-13	89%[activator]	-1%	-2%	-1%	-8%	?
COC(=O)/C(=C/c1ccco1)NC(=O)c1ccc(Br)o1	-2%	0%	1	63%[activator]	-9%	-3%	-6%	3%	2%
CC(=O)NCC(=O)OCC(=O)c1ccc(Br)cc1	16%	-5%	-2	31%[activator]	-2%	-21%	-14%	-7%	5%
Cc1nn(Cc2ccccc2)c(C)c1CNC(=O)CN=C1NS(=O)(=O)c2ccccc21	.	-2%	-1	-16%	.	-11%	.	-1%	26%
O=C(COC(=O)CC1CCCC1)Nc1cc2c(cc1Cl)C(=O)c1ccccc1C2=O	40µM*	8%	-2	-15%	-7%	?	-20%	-21%	?
Cc1cccc(NC(=S)N2CCN(Cc3ccccc3)CC2)c1C	-4%[57.1 µM]	-5%	-8	18%	1%	-20%	-10%	-7%	4%
Cc1ccc(NC(=O)CNc2ccc(N3CCOCC3)cc2)cc1S(=O)(=O)N(C)C	32%	-5%	-6	143%[activator]	-3%	-14%	-18%	-10%	?
FC(F)(F)c1cnc(-c2cnc(-c3ccncc3)nc2)c(Cl)c1	10%	7%	-8	53%[activator]	2%	-20%	-1%	1%	16%
CCCn1cc(S(=O)(=O)c2ccc(CC)cc2)c(=O)c2ccccc21	?	-2%	-14	34%[activator]	-1%	-17%	-1%	-18%	.
Nc1nncn1C(=O)CCCOc1ccccc1	32%	-6%	-4	16%	-1%	-16%	-9%	-9%	-4%
COc1ccc(/C=N/NC(=O)c2cc3c(ccc4ccccc43)o2)c(OC)c1	-13%	2%	0	1%	-3%	-12%	12%	9%	21%
CCc1ccc(Sc2cc(C(=O)NC(C)CC)c3ccccc3n2)cc1 (centres undefined)	-15%	-3%	3	15%	0%	-24%	?	-11%[60.1 µM]	.
CCCCC(CC)CNC(=O)CCCCn1c(=O)[nH]c2ccsc2c1=O (centres undefined)	25%&1%	-5%&-1%	-4&2	23%&9%	2%&-1%	-7%&-25%	-16%&-20%	-22%&-9%	-9%
COCC(C)NC(=O)CSc1nc(-c2ccccc2)c(-c2ccccc2)o1 (centres undefined)	0%	-3%	2&6	24%	-5%	-21%	-17%	-17%	1%
CCOC(=O)/C=C1\SCC(=O)N1CC(=O)NC(C)C	3%	-3%	-11	45%[activator]	0%	-1%	-4%	-1%	?
O=C1CC(C2CCCO2)C(=O)N1c1ccccc1 (centres undefined)	15%	-4%	4	1%	-17%	-8%	-6%	6%	18%
O=C(NCCc1ccccc1)C(=Cc1ccc(C(=O)O)cc1)C(=O)NCCc1ccccc1	55%	-3%	-6	75%[activator]	-1%	-16%	-4%	-11%	9%
CC(C)(C)OC(=O)[C@H](CCCCN)NC(=O)c1nc[nH]c1C(=O)NCCCCCN	.	-2%	-6	?	.	-11%	.	-10%	10%
O=C1CCCN1c1cccc(Br)c1	16%	-2%	-3	-4%	4%	8%	-13%	2%	0%
CCOC(=O)CS(=O)(=O)CC(=O)Nc1ccc([N+](=O)[O-])cc1OC	2%	3%	5	69%[activator]	0%	-19%	-11%	2%	-5%
CCCCCOC(=O)C1=C(C)NC(=O)NC1c1ccccc1 (centres undefined)	41%	-5%	3	-8%	-6%	-11%	-18%	11%	8%
C[C@H]1NC(=O)[C@@]2(C)[C@@H](c3ccccc3)[C@H]3COc4ccccc4[C@@H]3N2C1=O	.	-1%	-9	39%	.	-13%	.	5%	-1%

Remaining list, next part
compound	POLB inh	Glioma ERSR ind	LDHA inh	Pol iota inh	BLM helicase inh	POLH inh	Apoferritin bind	POLK inh	APE1 inh
COC(=O)c1ccccc1NC(=O)N1CCN(C/C=C/c2ccccc2)CC1	-27%	3%	-4	13%	-3%	-2%	3%	7%	-1%
COc1ccc(CNC(=O)C2CCN(c3nc(-c4ccccc4)nc4c3CCC4)CC2)cc1	3%	-3%	-5	-4%	-3%	-19%	-17%	-7%	13%
Cc1c(C(=O)Nc2ccccn2)sc2nc3n(c(=O)c12)CCC3	-2%	-10%	-8	1%	-2%	1%	-11%	-17%	9%
O=c1cc2c(=O)oc3cc(O)c(O)oc3c2c(O)c1O	0.35µM*	-5%	3	1.1µM*	-5%	0.71µM*	38%[activator]	2.8µM*	0.35µM*
COc1ccc(C2CC(O)(C(C)(C)O)NO2)cc1 (centres undefined)	3%	4%	0	7%	0%	-3%	-17%	-3%	0%
COc1cccc(F)c1C(=O)NC(=O)Nc1ccc2nc(C)oc2c1	-22%	-1%	24	63%[activator]	-6%	-15%	0%	-19%	?
O=C(NCCCN1CCOCC1)c1ccc(NS(=O)(=O)c2ccccc2)cc1	41%	-4%	-9	36%[activator]	0%	-21%	-10%	-19%	0%
COc1ccc(NC(=O)CSCC(=O)OCc2cccc(OC)c2OC)cc1	.	-4%	-11	18%	.	-16%	.	-7%	15%
COc1ccc(C2(O)CCN(CCCCOc3ccccc3)CC2)cc1	2%	-1%	-1	17%	1%	-6%	-16%	1%	8%

2 compounds picked at random from the list so far:
compound	POLB inh	Glioma ERSR ind	LDHA inh	Pol iota inh	BLM helicase inh	POLH inh	Apoferritin bind	POLK inh	APE1 inh
O=c1cc2c(=O)oc3cc(O)c(O)oc3c2c(O)c1O	0.35µM*	-5%	3	1.1µM*	-5%	0.71µM*	38%[activator]	2.8µM*	0.35µM*
COc1ccc(CNC(=O)C2CCN(c3nc(-c4ccccc4)nc4c3CCC4)CC2)cc1	3%	-3%	-5	-4%	-3%	-19%	-17%	-7%	13%
